# Scp-1 inhibitor: Scp-1 phosphatase inhibitors, primary screen, biochemical, colorimetric, uHTS; Recombinant Scp1, phosphopeptide, malachite green phosphate absorbance; inhibition, % at 20 µM; 0.88% of 340,000 active; AID 493091, 2011;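 active means inhibition above about 50% at 20 µM, limit read from the data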;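 further: plate controls were DMSO wells with enzyme for no effect and wells lacking enzyme for full effect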
#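 Material: truncated SCP-1 phosphatase (76-261aa) / Buffer or medium: 50 mM Tris acetate pH 5.5, 0.005% Tween-20, 10 mM MgCl2 / Compound dosing: one concentration, 20 µM, with 1.0% DMSO / Incubation: 45 min room-temperature reaction, 5 min colour, 30 min stabiliser / Detection: colorimetric free-phosphate detection, absorbance 630 nm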
# Neddylation inh: inhibitors of cullin neddylation, primary screen, biochemical, TR-FRET, uHTS, NAE and Ubc12 | NEDD8-conjugating enzyme Ubc12 (Homo sapiens) + NEDD8-activating enzyme E1 regulatory … | calls only at 25 µM | 0.58% of 360,000 active | AID 651699, 2012; in the data active means inhibition above about 36%
# DNMT1 inh: human DNMT1 methyltransferase inhibitors, primary screen, biochemical, molecular beacon, fluorescence, HinP1I cleavage, uHTS; 0.83% of 360,000 active; inhibition (reported as % activation of signal), % at 10 µM; DNA (cytosine-5)-methyltransferase 1 (Homo sapiens), P26358; in the data active means inhibition above about 50%
# LMPTP block: LMPTP phosphatase inhibitors, primary screen, biochemical, fluorescence intensity, uHTS. Low molecular weight phosphotyrosine protein phosphatase (Homo sapiens), P24666. recombinant LMPTP-A, OMFP fluorogenic substrate. inhibition, % at 20 µM. 0.22% of 360,000 active. AID 651560, 2012;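 active means compounds that cut the enzyme signal by at least half of the control window in the single-dose screen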;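 further: plate controls were DMSO wells with enzyme plus substrate for no effect and substrate without enzyme for full effect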
# Target sequence (P24666 whole entry, looked up): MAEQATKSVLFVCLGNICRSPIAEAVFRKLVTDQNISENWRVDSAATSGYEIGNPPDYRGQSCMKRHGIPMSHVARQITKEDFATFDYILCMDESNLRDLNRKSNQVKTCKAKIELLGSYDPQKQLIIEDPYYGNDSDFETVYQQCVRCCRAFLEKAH
#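 test system = LMPTP-A | amount = 0.625 nM LMPTP-A final | reagent = fluorogenic phosphatase substrate OMFP at 400 µM final | incubation = 50 min at room temperature | benchmarks = no-enzyme low control, uninhibited high control | medium = Bis-Tris pH 6.0, DTT, detergent | signal = fluorescence intensity of OMFP turnover product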
# SUMO1 PPI mod: modulators of SUMO1 protein-protein interactions, primary screen, biochemical, uHTS; inhibition, % at 20 µM; AID 602429, 2012; SUMO1 binding to a labelled peptide, TR-FRET, 1 h; 0.33% of 360,000 active; in the data active means inhibition above about 37%
# Rin1 Abl inh: inhibitors of Rin1-Abl protein binding, primary screen, biochemical, TR-FRET. Tyrosine-protein kinase ABL1 (Homo sapiens) + Ras and Rab interactor 1 (Homo sapiens), …. 0.4% of 360,000 active. inhibition, % at 7.35 µM; in the data active means inhibition above about 5%, passing the limit was not always enough
# NadD block: inhibitors of S. aureus NadD, primary screen, biochemical, colorimetric, uHTS; 0.78% of 360,000 active; Nicotinate-nucleotide adenylyltransferase NadD (Staphylococcus aureus N315); inhibition, % at 20 µM; purified NadD enzyme, colorimetric absorbance read-out; in the data active means inhibition above about 26%; further: some compounds past the cut are filed as inactive
# CSN deneddyl inh: inhibitors of CSN-mediated cullin deneddylation, primary screen, biochemical, fluorescence polarization, uHTS; COP9 signalosome complex subunit 5 (Homo sapiens), Q92905; Purified CSN, SCF-Nedd8-OG deneddylation; inhibition, % at 12.5 µM; 0.38% of 360,000 active; AID 651999, 2013;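 active means pattern-corrected inhibition above about 35%, with an unprinted fluorescence ratio check between 0.5 and 1.5, limit read from the data, passing the limit was not always enough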;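 further: 0% = enzyme with substrate and 100% = substrate without enzyme; some results filed as inactive read as strong as hits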
# Target sequence (Q92905 whole entry, looked up, one chain of several): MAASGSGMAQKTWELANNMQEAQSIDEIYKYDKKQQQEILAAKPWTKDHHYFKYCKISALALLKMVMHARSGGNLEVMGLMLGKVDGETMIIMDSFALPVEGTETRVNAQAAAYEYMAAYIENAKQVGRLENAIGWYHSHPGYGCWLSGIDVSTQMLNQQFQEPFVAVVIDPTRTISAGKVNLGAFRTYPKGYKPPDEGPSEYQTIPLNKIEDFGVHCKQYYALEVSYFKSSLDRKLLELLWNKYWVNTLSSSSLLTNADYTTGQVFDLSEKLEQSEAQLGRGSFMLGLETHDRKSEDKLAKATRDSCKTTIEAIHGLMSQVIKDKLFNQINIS
#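 Assay system: purified human Csn5 enzyme expressed in HEK293T cells; Input: 0.24 nM Csn5 enzyme, final concentration; Reagent: 10 nM SCFSkp2-Nedd8OG; Compound dosing: 12.5 µM single point; Times: reaction 90 min, room temperature; Technique: fluorescence polarization readout.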
# Rpn11 inh: Rpn11 (PSMD14) deubiquitinase inhibitors, primary screen, biochemical, fluorescence polarization, uHTS; 26S proteasome non-ATPase regulatory subunit 14 (Homo sapiens), O00487; human 26S proteasome, Ub4-pepOG fluorescence polarization; 20S core pre-blocked with epoxomicin; calls only at 20 µM; 0.59% of 360,000 active; AID 588493, 2011;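 active means inhibition at 20 µM, scaled to each plate's controls, above about 33%, limit read from the data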
# STEP block: STEP phosphatase inhibitors, primary screen, biochemical, fluorescence intensity, uHTS; inhibition, % at 20 µM; Tyrosine-protein phosphatase non-receptor type 5 (Homo sapiens), P54829; 0.25% of 360,000 active; recombinant STEP, OMFP fluorogenic substrate;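 active means inhibition at 20 µM, scaled per plate between control wells, above about 37%, limit read from the data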;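 further: 0% = DMSO with enzyme and substrate and 100% = substrate only without enzyme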
# Target sequence (P54829 whole entry, looked up): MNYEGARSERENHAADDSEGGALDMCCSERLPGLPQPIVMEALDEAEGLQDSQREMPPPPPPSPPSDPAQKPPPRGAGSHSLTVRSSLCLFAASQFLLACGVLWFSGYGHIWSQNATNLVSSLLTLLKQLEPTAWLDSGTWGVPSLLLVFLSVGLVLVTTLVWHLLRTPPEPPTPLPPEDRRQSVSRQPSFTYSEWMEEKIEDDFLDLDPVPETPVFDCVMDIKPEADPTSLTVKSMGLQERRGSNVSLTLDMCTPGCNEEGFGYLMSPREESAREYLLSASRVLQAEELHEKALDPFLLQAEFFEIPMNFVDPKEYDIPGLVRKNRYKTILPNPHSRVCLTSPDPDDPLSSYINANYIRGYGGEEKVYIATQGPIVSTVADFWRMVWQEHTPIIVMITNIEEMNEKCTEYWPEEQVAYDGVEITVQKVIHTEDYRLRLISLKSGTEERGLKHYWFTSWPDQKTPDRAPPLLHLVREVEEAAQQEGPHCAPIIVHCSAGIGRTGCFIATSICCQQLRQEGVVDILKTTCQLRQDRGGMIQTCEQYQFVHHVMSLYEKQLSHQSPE
#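 Measure: Control-normalized % inhibition with plate pattern correction | Test system: STEP phosphatase, cell-free reaction | Medium: pH 6.0 Bis-Tris with DTT and Tween 20 | Technique: Fluorescence, 480/540 nm | Times: Reaction 20 min, ambient temperature | Doses: Single compound dose of 20 µM, 1% DMSO final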
# * marks the source's active call; other numbers are inactive results; i = inactive; nt = no result given; + = active, no number.
SMILES,Scp-1 inhibitor,Neddylation inh,DNMT1 inh,LMPTP block,SUMO1 PPI mod,Rin1 Abl inh,NadD block,CSN deneddyl inh,Rpn11 inh,STEP block
COc1ccc(S(=O)(=O)NCCc2cc3ccc(C)c(C)c3[nH]c2=O)cc1,-6,i,1,-0.3,1,0,-2,2,i,1
Clc1ccc(-c2nnc(-c3cccc4ccccc34)o2)cc1Cl,-10,nt,11,-2.5,0,-1,-8,-2,i,1
CCOC(=O)c1c(-c2ccc(OC)cc2)csc1NC(=O)CSc1ncnc2sccc12,-4,i,-6,1.6,2,3,1,5,i,1
C[C@H](CO)N1C[C@H](C)[C@@H](CN(C)Cc2ccncc2)Oc2c(NS(=O)(=O)c3ccc(Cl)cc3)cccc2C1=O,18,i,0,-1.8,3,-3,0,-1,i,-4
Cc1csc(NC(=O)c2ccc(C)c(S(=O)(=O)N3CCCCC3)c2)n1,5,i,-1,0.4,3,1,5,3,i,2
Cc1cc(C)c(C(N)=O)c(Nc2cccc3ccccc23)n1,-5,i,25,6.0,31,-4,10,8,i,3
O=C(COC(=O)/C=C/c1ccc2c(c1)OCO2)NCc1ccc(F)cc1,nt,i,5,-0.3,8,-3,3,-3,i,0
Cn1ccnc1SCC(=O)N1CCN(S(=O)(=O)c2ccccc2)CC1,2,i,0,-0.7,7,5,2,-5,i,1
COc1ccc(C2=NN(C(=O)CSc3nnnn3C)C(c3ccco3)C2)cc1 (centres undefined),-9,i,0,0.3,-5,0,-3,1,i,-3
Cc1ccc(CN(C)C(=O)COC(=O)CSc2cc(C)c3ccccc3n2)cc1,0,i,-1,3.3,2,-1,3,0,i,-3
O=C(NC(=S)Nc1ccccc1N1CCOCC1)c1ccc(-c2ccccc2F)o1,-18,i,-2,2.1,-4,0,-3,-3,i,4
CSCC[C@H](NC(=O)OC(C)(C)C)C(=O)N1CCC(C(=O)N[C@@H](C)C(=O)O)CC1,2,i,-4,-1.6,2,0,-11,4,i,0
COc1ccc(CCNc2nc(-c3cccnc3)nc3ccccc23)cc1OC,2,i,0,16,7,0,0,-2,i,1
CC(C)(C)c1ccc(Oc2ccc(NC(=O)c3ccco3)cn2)cc1,-5,i,-3,2.1,3,3,-2,2,i,0
O=C(NC(Cc1ccccc1)C(=O)O)/C(=C\c1ccco1)NC(=O)c1ccccc1 (centres undefined),29,i,14,-0.1,1,-1,3,5,i,1
Cc1ccccc1OCCC(=O)N1CCN(S(=O)(=O)c2ccc(Br)cc2)CC1,-8,i,-12,0.9,-4,-1,-1,2,i,0
O=C(Cc1ccc(NS(=O)(=O)c2cccc(C(F)(F)F)c2)cc1)NCCN1CCOCC1,-11,i,0,0.9,3,3,-5,-3,i,0
CC(=O)NN1C(=O)/C(=C\c2ccccc2)SC1=S,-3,i,0,-0.5,-3,-1,-3,4,i,-1
N#CC1=C(N)Oc2n[nH]c(-c3cccs3)c2C1c1cccs1 (centres undefined),-2,i,-7,17,10,-1,1,-3,i,1
CCCCCCc1ccc(OCC(=O)OC)cc1OCC(=O)OC,-10,i,9,3.2,0,-1,5,6,i,1
CN1/C(=C\C(=O)COC(=O)c2ccc([N+](=O)[O-])o2)C(C)(C)c2ccccc21,-5,i,-8,-0.7,-23,-1,-3,7,i,-3
CN(CC(=O)Nc1ccc(F)c(F)c1F)C(=O)CN1C(=O)C2CCCCC2C1=O (centres undefined),-13,i,1,-2.0,0,-2,-4,3,i,-4
Cc1ccc(C2CC(c3ccccc3)=NN2C(=O)CSc2nnc(-c3ccc(Cl)cc3)o2)o1 (centres undefined),-11,i,-3,2.6,1,-2,4,0,i,0
N#C/C(C(=S)Nc1ccccc1)=C1/NN=C(N2CCOCC2)N1c1ccccc1,-1,i,-1,-1.8,4,-2,2,2,i,-2
Cc1ccc(NC(=O)N/C=C/c2ccco2)cc1,3,i,48,0.9,11,-1,7,18,i,-2
CCC(=O)OC1(C)C(=O)C=C2C=C(C3CC3)OC=C2C1=O (centres undefined),-3,i,2,1.8,-6,-4,5,-1,i,-2
Cc1ccccc1C1N(c2nccs2)C(=O)C2CCCN21 (centres undefined),-10,i,3,-1.3,-1,2,-4,0,i,0
CSc1nnc2c3cc(C)ccc3n(Cc3ccccc3)c2n1,11,i,77*,22,-7,-2,8,24,i,10
Cc1ccc(C(=O)NC(NCc2ccccc2)C(Cl)(Cl)Cl)cc1 (centres undefined),-7,i,2,-3.0,1,-1,-1,-6,i,3
CCOc1ccc(C(=O)Nc2ccc(N3CCN(C)CC3)cc2)cc1Br,-1,i,-6,-8.6,4,0,-5,4,i,0
CCc1ccc(/C(C)=N/NC(=O)c2ccccn2)cc1,-3,i,0,0.6,-1,0,0,0,i,0
O=C(CN1CCN(c2ccc(O)cc2)CC1)Nc1ccc2c(c1)OCCO2,-5,i,-13,3.5,3,0,-3,-1,i,-4
CC1=NN(c2ccccc2)C(=O)C1c1ccccc1 (centres undefined),8,i,3,-1.3,-2,2,1,-7,i,-2
Cn1c(CCCOc2ccc(Cl)cc2Cl)nnc1SCC(=O)Nc1cccc(F)c1,0,i,0,2.6,1,1,-2,-1,i,-3
Cn1nc(C(=O)NCc2ccc(F)cc2)cc1C(=O)NCc1ccc(F)cc1,-8,i,-1,0.5,-7,-1,1,-3,i,-2
c1ccc(-c2nc3ccccn3c2NC2CCCC2)nc1,-13,+,-3,1.0,-6,-2,0,0,i,1
Nc1nc(Nc2ccccc2F)sc1C(=O)c1ccccc1,-7,i,-7,1.8,-27,1,-8,-2,i,3
COc1cc(/C=N/Nc2ccc(S(N)(=O)=O)cc2[N+](=O)[O-])cc(OC)c1O,-8,i,-3,8.5,11,-13,7,2,i,4
COCCNC(=O)C1(C)CCCN(Cc2ccc(-c3ccccn3)cc2)C1 (centres undefined),nt,i,-3,-0.7,5,-1,-2,0,i,-3
Cn1c(=O)c2cc(NC(=O)NCc3ccc(F)cc3)ccc2n1C,nt,nt,-6,-1.5,-1,-3,3,1,i,0
CCN1C[C@@H]2[C@@H]3C(=O)N(C)C(=O)[C@@H]3[C@](CC)(C(=O)OC)N2C1=NC,4,i,1,-3.4,3,0,0,-2,i,1
CCOC(=O)CNC(=O)c1nn(-c2cccc(OC)c2)c(=O)c2ccccc12,1,i,-1,0.5,-9,1,1,-2,i,1
COc1ccccc1C(=O)N/C(=C\c1cn(C)c2ccccc12)C(=O)NCCN1CCOCC1,nt,i,-4,-0.6,-7,-9,6,0,i,0
N#CC(C#N)=c1ccc2c(c1)NC1(CCCCC1)N=2,-4,i,-22,15,-2,-12,-2,-6,i,5
Cn1nccc1NC(=O)NC(=O)c1c(Cl)cccc1Cl,3,i,2,-1.3,-6,1,-7,2,i,3

# One compound at a time, from the list above. Values in the order: Scp-1 inhibitor, Neddylation inh, DNMT1 inh, LMPTP block, SUMO1 PPI mod, Rin1 Abl inh, NadD block, CSN deneddyl inh, Rpn11 inh, STEP block
# Shown for `Nc1nc(Nc2ccccc2F)sc1C(=O)c1ccccc1` = -7, i, -7, 1.8, -27, 1, -8, -2, i, 3
# Shown for `CCN1C[C@@H]2[C@@H]3C(=O)N(C)C(=O)[C@@H]3[C@](CC)(C(=O)OC)N2C1=NC` = 4, i, 1, -3.4, 3, 0, 0, -2, i, 1
# Shown for `Cn1nccc1NC(=O)NC(=O)c1c(Cl)cccc1Cl` = 3, i, 2, -1.3, -6, 1, -7, 2, i, 3
# Shown for `COCCNC(=O)C1(C)CCCN(Cc2ccc(-c3ccccn3)cc2)C1` (centres undefined) = nt, i, -3, -0.7, 5, -1, -2, 0, i, -3

# (list continues)
SMILES,Scp-1 inhibitor,Neddylation inh,DNMT1 inh,LMPTP block,SUMO1 PPI mod,Rin1 Abl inh,NadD block,CSN deneddyl inh,Rpn11 inh,STEP block
CCOC(=O)c1nn(-c2ccccc2C)c(=O)c(C#N)c1C,-2,i,-7,0.1,-25,-2,-1,0,i,3
Cc1cccc(-n2ncc3c2CCCC3NC(=O)C2=CC(=O)CC(C)(C)O2)c1C (centres undefined),-7,i,-2,0.9,0,-6,-3,1,i,2
O=C(O)CN1C(=O)/C(=C\c2cc(Br)ccc2OCc2ccccc2Cl)SC1=S,34,i,65*,16,22,-2,16,38*,i,15
COC(=O)C1=C(C)Nc2c(c(=O)n(C)c(=O)n2C)C1c1ccncc1 (centres undefined),4,i,7,-0.4,-1,1,0,-8,i,-4
C(=N\N1CCN(Cc2ccccc2)CC1)/c1cccnc1,2,i,7,-1.5,-6,0,1,-6,i,1
O=C(OCCN1CCCC1=O)c1cncc(Br)c1,-4,i,3,-1.2,-3,2,-1,1,i,0
O=C(CSc1nnc(-c2ccccc2Cl)o1)Oc1ccc(Br)cc1,-8,i,0,0.1,-2,-1,5,1,i,-2
O=C1NC2(CCCCC2)C(=O)N1CCS(=O)(=O)Oc1ccc(Br)cc1,-9,i,1,1.8,-3,0,-2,-3,i,3
CC(C)OC(=O)c1c(NC(=O)C2CC=CCC2C(=O)O)sc2c1CCCCC2 (centres undefined),16,i,13,1.5,18,-2,8,3,i,3
C=CCNC(=O)C(=O)NCC(c1ccc2c(c1)OCO2)N1CCN(c2ccc(F)cc2)CC1 (centres undefined),-2,i,1,0.2,3,-1,2,-4,i,0
CC(C)C[C@H]1CN(CCCC[C@@H]2CNC(=O)C(=O)N2CC2CCCCC2)C(=O)C(=O)N1CC1CCCCC1,nt,i,nt,0.2,1,nt,20,3,nt,nt
O=C(C[n+]1ccccc1)NNc1ccccc1,-2,i,1,-1.6,-1,1,-1,-6,i,-2
CN1C(=O)CC(C(=O)Nc2ccc(F)cc2)SC1=Nc1ccc2c(c1)OCO2 (centres undefined),-7,i,-9,0.0,-3,-4,-2,-3,i,-5
Cc1nnc(N/N=C/c2cc([N+](=O)[O-])c(N3CCC(C)CC3)cc2N2CCC(C)CC2)n1N,10,i,-12,5.7,-19,-3,4,-3,i,6
CN1[C@@H](CC(=O)c2ccccc2)CCC[C@H]1C[C@H](O)c1ccccc1,-6,i,5,-1.1,-5,1,1,-2,i,-3
